Source: PubChem
CF NFkB inh: inhibitors of PAF-induced NF-kB signaling, primary screen, cell-based, GFP fluorescence, uHTS; KKLEB NF-kB-GFP reporter, GFP fluorescence overnight; inhibition, % at 5 µM; actives 0.86% (n = 360,000);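 active = at least 50% inhibition at 5 µM, scaled per plate between neutral and stimulator controls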;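 also: PAF is a Pseudomonas aeruginosa culture filtrate used as stimulus; plate controls were PAF-stimulated DMSO wells for no effect and unstimulated DMSO wells for full effect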
CaV13 FRET inh: Disruptors of the CACNA1D IQ motif to Ca2+-dependent inactivation inhibitor domain association, primary screening, Förster resonance energy transfer in intact living … | inhibition, % at 12.3 µM | HEK cells, CFP/YFP FRET ICDI-IQ, plate reader, 10 min; percent FRET-ratio fall versus neutral wells | AID 743397 | actives 0.098% (n = 340,000);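 active = mean replicate inhibition of at least 30% and at least 1% of replicates passing that level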;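 also: 0% = median of the neutral control wells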
KKLEB cytotox: cytotoxicity in KKLEB CF airway cells, primary screen, cytotoxicity control for CF NF-kB inhibitor project, cell-based, uHTS, fluorescence assay plates | actives 0.36% (n = 360,000) | KKLEB CF airway cells viability, ATPlite luminescence, overnight; active compounds read low; cells stimulated with P. aeruginosa culture filtrate | AID 602141, 2011 | activity change (cytotoxicity), % at 5 µM;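 active = corrected activity change at or below -50% at 5 µM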
Shn3 3UTR inh: reduction of Shn3 3'UTR firefly luciferase signal, primary screen, Schnurri-3 inhibitor project, cell-based, Clone20 osteoblasts, set 2; Clone20 osteoblast Shn3 3'UTR firefly luciferase, 24 h; inhibition, % at 12.5 µM; actives 0.52% (n = 360,000); AID 588674, 2011;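 active = mean inhibition of at least 75% with every replicate also reaching 75%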;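 also: 0% = median of neutral control wells and 100% = pilot-screen positive control compound; some compounds past the cut are filed as inactive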
HIF-2a inh: HIF-2a reporter inhibitors, primary screen, luminescence, 786-0 RCC cells | 786-0 RCC cells HIF-2a reporter, luciferase luminescence, overnight | inhibition, % at 18.8 µM | actives 0.72% (n = 360,000) | AID 624352, 2012;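 active = inhibition of the luminescence signal of 40% or more relative to plate controls, in a single-dose primary screen at 18.75 µM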
NR2E3 ag-1: NR2E3 agonists in two-hybrid cells, primary screen, cell-based, luminescence, CHO-S, Gal4-NCOR/VP16-NR2E3 | Photoreceptor-specific nuclear receptor (Homo sapiens), Q9Y5X4 | luciferase | inhibition of corepressor binding, % at 3.98 µM | actives 0.35% (n = 360,000) | AID 602229, 2012;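 active = inhibition above the mean of all tested compounds plus 3 SD, cut at about 70% in these data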;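 also: 0% = DMSO with NR2E3 transfected cells and 100% = cells lacking NR2E3 construct; higher means lower luciferase signal from less NR2E3 corepressor binding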
Target sequence (Q9Y5X4 whole entry, looked up, the tested form may be a part): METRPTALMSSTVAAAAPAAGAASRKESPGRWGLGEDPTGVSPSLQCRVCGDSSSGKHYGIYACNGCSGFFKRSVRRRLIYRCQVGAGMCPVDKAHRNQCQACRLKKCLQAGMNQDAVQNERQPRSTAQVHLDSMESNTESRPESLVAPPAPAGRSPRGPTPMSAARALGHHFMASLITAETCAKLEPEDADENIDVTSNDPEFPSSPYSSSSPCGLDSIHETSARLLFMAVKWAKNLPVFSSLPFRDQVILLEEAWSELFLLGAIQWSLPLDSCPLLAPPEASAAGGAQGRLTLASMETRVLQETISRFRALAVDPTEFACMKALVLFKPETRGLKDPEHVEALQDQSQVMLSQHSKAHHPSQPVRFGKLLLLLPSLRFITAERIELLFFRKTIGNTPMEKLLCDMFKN
PDI inh: inhibitors of human PDI, primary screen, biochemical, turbidity, single point, plate reader | Protein disulfide-isomerase (Homo sapiens), P07237 | actives 0.052% (n = 350,000) | PDI insulin aggregation turbidity, A650, 90 min | AID 588391, 2011 | inhibition, % at 10 µM;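 active = mean inhibition across replicates of 30% or more, whatever share of single replicates reach that level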;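 also: absorbance from insulin aggregation driven by PDI reduction with DTT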
Target sequence (P07237 whole entry, looked up): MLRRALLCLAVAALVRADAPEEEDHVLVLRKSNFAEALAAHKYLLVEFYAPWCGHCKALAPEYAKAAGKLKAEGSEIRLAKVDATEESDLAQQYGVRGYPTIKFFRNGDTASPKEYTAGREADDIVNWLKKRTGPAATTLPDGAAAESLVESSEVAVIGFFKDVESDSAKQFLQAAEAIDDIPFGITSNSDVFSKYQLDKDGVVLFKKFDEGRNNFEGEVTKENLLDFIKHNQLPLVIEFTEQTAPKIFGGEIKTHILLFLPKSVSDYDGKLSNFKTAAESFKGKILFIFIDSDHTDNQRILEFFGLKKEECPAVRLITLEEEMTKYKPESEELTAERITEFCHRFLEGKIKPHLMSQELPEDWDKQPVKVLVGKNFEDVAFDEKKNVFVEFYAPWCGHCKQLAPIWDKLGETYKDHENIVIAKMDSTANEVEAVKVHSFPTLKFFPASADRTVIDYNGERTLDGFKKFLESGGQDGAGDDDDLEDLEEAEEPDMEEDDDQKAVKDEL
Peg3 promoter: Peg3 promoter-driven luciferase inhibitors, primary screen, cell-based, HeLa, luciferase luminescence | HeLa PEG-Prom luciferase reporter, overnight | inhibition, % at 20 µM | actives 1.7% (n = 360,000) | AID 588405, 2011;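 active = inhibition of at least 50% at 20 µM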
Vif imaging: HIV Vif self-association inhibitors, primary screen, imaging, HEK293T, single point | HEK293T cells, Vif self-association by quenched fluorescence, 24 h | inhibition, % at 7.49 µM | actives 0.35% (n = 340,000); in the data active = inhibition above about 50%, passing the limit was not always enough; also: some results filed as inactive read as strong as hits
MITF TRPM1 inh: inhibitors of MITF-dependent TRPM1 promoter reporter, primary screen, cell-based, SK-MEL-5, single point, luciferase. actives 0.83% (n = 330,000). SK-MEL-5 TRPM1 promoter luciferase, 24 h. inhibition, % at 12.5 µM;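 active = mean inhibition across replicates of 60% or more, whatever share of single replicates reaches that level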; also: values of inactives mirror those of a sister screen read the other way
NR2E3 ag-2: inhibitors of NR2E3-RetCOR corepressor binding, primary screen, NR2E3 agonist project, biochemical, TR-FRET, GST-NR2E3, biotin-RetCOR | AID 2300, 2010 | Photoreceptor-specific nuclear receptor (Homo sapiens), Q9Y5X4 | inhibition of corepressor binding, % at 4.78 µM | 1536-well | actives 0.12% (n = 320,000);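 active = percent inhibition above the cutoff of mean plus 3 SD of all tested compounds, set per screening campaign, cut at about 20% in these data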;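 also: 0% = DMSO wells and 100% = biotin wells as full block of FRET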
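Test system – NR2E3–RetCOR corepressor complex · Quantity – NR2E3 fusion 1.35 nM · Buffer or medium – Tris pH 7.5 · Incubation – Compound–protein incubation for 5 h at 4 °C · Technique – TR-FRET, Eu(K)-anti-GST donor, streptavidin-D2 acceptor, ex 340, em 617/671 nm · Evaluation – percent inhibition of 671/617 nm emission ratio versus biotin and DMSO controls · Plate – 1536-well format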
* marks the source's active call; other numbers are inactive results; . = no result given.

SMILES	CF NFkB inh	CaV13 FRET inh	KKLEB cytotox	Shn3 3UTR inh	HIF-2a inh	NR2E3 ag-1	PDI inh	Peg3 promoter	Vif imaging	MITF TRPM1 inh	NR2E3 ag-2
COc1ccc(C(=O)c2cc3c(cc2[N+](=O)[O-])OCCO3)cc1	22.0	-7.7	-9.0	1.2	-39.8	-12.0	10.7	-23.5	-10.3	-12.5	4.4
O=C(N/N=C/c1cccs1)c1ccc2ncccc2c1	7.1	-1.8	-6.2	-21.0	-92.4	-23.2	-3.8	-25.1	0.3	-22.5	2.3
COc1ccc(C(=O)NC(C)c2nnc(SCC(=O)Nc3nc(C)cs3)n2C)cc1 (configuration not stated)	16.4	-8.8	-8.1	-18.6	-93.2	-18.0	-7.6	-49.6	2.8	-3.2	3.6
O=C(CC(CC(=O)c1ccccc1)c1ccccn1)c1ccccc1	-16.6	-5.1	11.1	1.1	-71.8	-17.7	-9.4	-29.4	-13.7	-11.4	.
O=C(NCc1cccnc1)c1cccc(S(=O)(=O)Nc2cccc(Cl)c2)c1	18.1	-4.9	-6.8	25.7	16.0	9.2	-6.6	18.9	-11.0	-0.1	2.8
Cc1cc2c(=O)n(C)c(SCC(=O)Nc3cccc(F)c3)nc2s1	-8.0	-3.2	-3.4	20.6	-0.6	-23.7	0.3	18.7	16.0	-6.1	4.6
CC(=C1C(=O)c2ccccc2C1=O)N1CCN(c2ccccn2)CC1	-7.4	-1.3	11.2	-4.8	6.8	-6.0	-3.1	-1.9	3.8	1.8	1.9
CS(=O)(=O)Nc1ccc(C(=O)NCCSC2CCCCC2)cc1	-9.8	-4.8	-5.2	-5.2	-28.9	-30.4	-4.6	-15.1	-4.2	-1.4	1.1
Cc1nn(-c2cccc(Cl)c2)c(Cl)c1/C=N/NC(=O)c1cccnc1	15.4	-12.6	2.0	-8.5	-42.9	-1.8	-2.2	-3.0	-2.6	-2.9	-0.2
O=C(O)c1cccc2sc3cc(Cl)ccc3c(=O)c12	-7.7	-4.4	-5.1	-11.9	10.6	-30.1	-4.6	4.4	-3.7	4.0	1.7
COC(=O)Cc1ccc(NC(=S)NC(C)(C)C)cc1	5.4	-4.8	6.3	-22.6	-26.1	3.0	4.1	-33.9	-2.7	-28.3	-1.2
CCCCSc1ncc(C(=O)OCC)c(N)n1	3.1	.	2.2	-87.5	-194.8	-193.9	-4.3	-254.1	-2.6	-127.8	0.4
O=C1CC(c2cccc(Cl)c2)CC(O)=C1C=NCCCO (configuration not stated)	9.8	-6.0	-2.3	-2.4	5.2	0.8	-0.1	-10.1	18.0	-1.8	-0.5
COc1ccc(O)c(C2=Nc3ccccc3N=C(c3ccco3)C2)c1	-7.1	.	-10.5	-4.5	-16.6	-45.1	-3.4	-31.6	-8.5	14.6	4.2
C(=N\Nc1nc(-c2ccccc2)cs1)/c1cccs1	-3.9	-5.5	-1.2	-52.6	-272.9	-68.7	-2.0	-308.1	-8.7	-46.7	4.3
CCn1c(C)c(C)c2cc(C(=O)Nc3cccc(Cl)c3)ccc21	-8.9	-1.2	6.8	-13.2	-214.6	-132.6	3.7	-155.3	-3.9	-47.7	3.0
COc1ccc(Cc2noc(CN3CCNC(=O)CC3)n2)cc1OC	-3.2	-3.8	11.8	-2.9	6.8	-22.9	-0.8	-0.8	6.8	3.5	2.3
CC(NC(=O)C1CCCCC1)c1ccc2c(c1)OCCO2 (configuration not stated)	-4.4	-3.6	4.3	8.2	11.6	6.5	4.8	-11.9	-0.3	-2.5	-1.2
COc1ccc(CCNS(=O)(=O)c2cccs2)cc1	5.7	-3.3	2.5	-7.1	-6.6	3.8	-11.2	1.9	-4.8	-7.3	-3.6
NC(=O)c1ccc(NC(=O)COC(=O)c2ccc(Cl)nc2)cc1	5.6	-5.0	-12.5	4.4	5.5	13.2	7.9	8.4	6.1	-1.0	0.0
CCOc1ccccc1NC(=O)COC(=O)c1cccc(-c2ccc(OC(C)=O)cc2)c1	1.8	-14.8	-8.5	-8.5	-76.6	-18.9	-14.6	-64.4	4.8	1.6	-1.2
O=C(CC1C(=O)NCCN1C(=O)c1ccc(F)cc1)OCc1ccccc1 (configuration not stated)	-4.3	-7.1	-0.4	8.4	16.1	-7.9	-14.1	11.4	1.7	6.7	1.5
Cc1ccc(S(=O)(=O)CCC(=O)NCc2ccccc2)cc1	6.5	-4.9	-0.1	-17.3	20.8	3.9	-2.5	6.2	4.1	0.8	1.8
O=C(c1ccccc1)c1ccc(C(=O)N2CCN(c3ccccc3O)CC2)cc1	10.1	-12.0	2.2	10.3	-8.8	-4.0	-7.7	18.2	-6.4	.	.
CC1CC(C)(C)CC2(C1)NC(=O)N(CC(=O)N(C)Cc1nc3ccccc3c(=O)[nH]1)C2=O (configuration not stated)	-4.0	-2.5	-0.1	-2.6	6.2	21.4	-1.2	5.8	-1.6	-4.5	1.9
CC1CN(C(=S)SCCN2Cc3ccccc3C2=O)CC(C)O1 (configuration not stated)	8.7	-4.6	-2.3	8.9	-27.4	9.7	2.6	-15.4	.	-2.6	-3.1
COc1ccc(CNC(=O)CN2CCC(C(=O)c3ccc(OC)cc3)CC2)cc1	-13.9	-5.3	11.2	31.1	-66.5	-37.4	1.7	19.5	.	-16.2	-3.7
CCCc1nnc(NC(=O)CSc2ncn[nH]2)s1	-1.5	.	11.2	4.6	4.8	3.4	6.3	5.5	3.5	2.8	-3.3
OCC(O)C1OC(Nc2ccc(Br)cc2)C(O)C1O (configuration not stated)	-7.9	-7.1	-1.1	-14.0	18.3	-7.4	-1.9	25.8	2.8	8.9	5.1
CCN(CC(=O)Nc1ccccc1OC)C(=O)COc1ccc2ccccc2c1	13.7	-3.0	-6.6	5.7	26.8	4.4	4.4	20.8	-12.5	11.7	1.0
Cc1ccc(S(=O)(=O)N2CCOC2CNC(=O)C(=O)NCCCc2ccccc2)cc1 (configuration not stated)	-8.1	.	8.0	62.0	20.6	18.5	1.7	19.5	-8.0	8.1	-5.9
Cc1cc(C)cc(OCC(=O)OCC(=O)c2c(N)n(C)c(=O)n(C)c2=O)c1	1.9	-5.1	0.6	14.1	19.6	-10.4	-3.2	5.2	-2.0	9.1	0.1
CC(C)(C)NC(=O)C1CC(=O)OC12CCCCC2 (configuration not stated)	1.6	-6.6	-1.5	-87.7	13.5	-9.2	-9.1	10.8	-52.4	-4.9	-0.4
CC(=O)NC(CC(=O)Nc1nc(-c2ccc(N(C)S(C)(=O)=O)cc2)cs1)c1ccccc1 (configuration not stated)	6.3	-2.2	1.8	45.1	-15.2	7.8	-4.2	-16.0	2.3	19.3	1.8
O=C(NCCOC(=O)c1ccccc1)c1ccc([N+](=O)[O-])cc1	0.1	14.9	-2.0	-3.1	12.1	-27.8	2.3	8.7	-1.7	-0.7	1.3
CCCCN(Cc1cc2ccccc2[nH]c1=O)C(=O)c1ccccn1	4.5	.	-9.9	-1.4	15.7	-5.8	14.3	20.5	-1.3	1.9	1.5
CC(=N)C1=C(O)CC(c2ccccc2)CC1=O (configuration not stated)	3.4	-2.7	2.1	-2.0	5.4	3.6	3.5	17.8	-2.1	2.8	-1.6
CCCc1cc(=O)[nH]c(SCC(=O)N2CCCC2=O)n1	-7.0	-6.2	3.4	-5.9	3.2	-7.2	0.8	9.7	-6.5	7.2	0.6
COc1ccc(CNC(=O)CCS(=O)(=O)c2ccc3c(c2)CCN3C(C)=O)cc1	-2.2	-6.8	-2.5	6.6	4.5	-10.3	2.2	0.2	0.6	-8.5	1.6
CCc1nc2c(OCCn3cccc3)cccn2c1N(C=O)Cc1ccc(OC)cc1	-33.7	-4.8	-0.2	-5.4	5.3	-25.3	5.6	12.1	-1.2	.	.
Cc1ncoc1C(=O)Nc1ccccc1C(N)=O	10.7	-8.7	-12.6	11.3	-22.3	-1.8	-10.1	3.9	1.7	-2.7	-0.3
O=[N+]([O-])c1ccc(NN=Cc2cccc([N+](=O)[O-])c2)cc1	3.9	-8.8	-21.2	6.7	-87.6	-47.1	-3.7	-31.2	-4.3	-10.5	.
Cc1c(OCC(=O)Nc2cccnc2)ccc2c3c(c(=O)oc12)CCC3	-5.9	-6.6	11.4	-69.5	-124.5	-14.3	-2.4	-160.5	4.9	-36.7	2.0
COCCNC(=O)/C(C#N)=C/c1ccc(OC(=O)c2cccs2)c(OC)c1	0.4	-6.7	5.5	-4.8	3.2	20.1	-2.9	-30.4	2.6	-1.9	.
N=c1c(C(=O)NCC2CCCO2)cc2c(=O)n3ccccc3nc2n1Cc1ccc(Cl)cc1 (configuration not stated)	-11.4	94.3*	-11.8	-14.0	9.9	-44.3	1.5	10.3	-23.5	-1.1	-0.6
Nc1cc(=O)[nH]c(SCC(=O)Nc2nnc(-c3ccccc3)s2)n1	-5.8	-3.9	-8.0	-16.7	-58.0	-17.3	0.3	-52.5	-8.9	-13.7	-0.4
O=C(OCCCc1cc2ccccc2c(=O)o1)c1ccc2c(c1)OCO2	-7.1	-7.2	-0.4	-18.3	-26.4	27.6	5.6	-18.6	-4.2	-3.2	-0.1
CCCCn1c(N)c(N(CCOC)C(=O)COC(=O)COc2ccc(CC)cc2)c(=O)[nH]c1=O	6.7	-6.2	1.3	6.6	2.7	7.9	13.4	-11.2	-6.5	-2.2	1.0
c1ccc2cc(-c3cc4ccccn4c3)ccc2c1	-30.8	-7.8	1.0	-12.5	-196.3	-78.7	2.0	-279.2	0.7	-22.7	2.6

Of the compounds above, 2 have fluorine.
SMILES	CF NFkB inh	CaV13 FRET inh	KKLEB cytotox	Shn3 3UTR inh	HIF-2a inh	NR2E3 ag-1	PDI inh	Peg3 promoter	Vif imaging	MITF TRPM1 inh	NR2E3 ag-2
Cc1cc2c(=O)n(C)c(SCC(=O)Nc3cccc(F)c3)nc2s1	-8.0	-3.2	-3.4	20.6	-0.6	-23.7	0.3	18.7	16.0	-6.1	4.6
O=C(CC1C(=O)NCCN1C(=O)c1ccc(F)cc1)OCc1ccccc1 (configuration not stated)	-4.3	-7.1	-0.4	8.4	16.1	-7.9	-14.1	11.4	1.7	6.7	1.5
